High-throughput results from PubChem.
Pf Dd2 growth – qHTS Primary assay for Inhibitors of Plasmodium falciparum Dd2 growth in vitro; Potency, µM (series often up to 28.9 µM), for the others: at the highest dose activity, negative = inhibition, most hits filed as inhibitors; P. falciparum Dd2 growth, SYBR Green, 72 h; AID 1347417, 2020; 4.3% of 120,000 active; active means well fitted inhibition curve with a large enough effect; inconclusive means small, poorly fitted or top-dose-only effect; inactive means no such curve, though single readings can be large or run the other way;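 further: plate controls were DMSO vehicle for no effect and reference drug for full effect; nearly all actives have a fitted effect of over 65% in size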
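Readout: SYBR Green fluorescence, 485 nm excitation, 535 nm emission, after ~16 h lysis at 37C. Before that, Dd2-infected red cells (2.5% hematocrit) grew 72 h with compound, 29 uM top final concentration.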
Active calls of the source: *; i = inactive; ? = inconclusive; [ ] = another dose, or the depositor's remark. Potency means the concentration at half of the fitted maximal effect. Only part of the results is shown; rates above refer to the full screens.

canonical_smiles,Pf Dd2 growth
O=C([C@H]1C[C@@H](F)CN1S(=O)(=O)c1cccc(Cl)c1)N1CCOCC1,12%
Cc1c(Cl)cccc1NC(=O)Cn1cc(C(=O)C2CCCCC2)c2ccccc21,?
Cc1ccc(C)c(Nc2nc3nonc3nc2Nc2cccc(C)c2C)c1,?
Cc1cccc(Cc2c(C)nc3c(-c4ccccc4)c(C)[nH]n3c2=O)c1,?
CN(C)S(=O)(=O)n1cc(/C=C(\NC(=O)c2ccccc2)C(=O)NCCCn2ccnc2)c2ccccc21,i
CN1CC2(CCN(C(=O)NC3CCCCC3)CC2)CC1C(=O)N1CCOCC1 (stereo unspecified),-23%
Cc1nc2c3ccccc3nc(NNC(=O)CCC(=O)N3CCN(c4ccccc4F)CC3)n2n1,11%[5.79 µM]
O=C(C1CC1)N1CCC(c2noc(-c3cnccn3)n2)C1 (stereo unspecified),i[5.79 µM]
CCOC(=O)c1sc(NC(=O)c2c(-c3ccccc3)c(-c3ccccc3)nn(C)c2=O)nc1C,23%
CC(C)CCC(=O)N1CCc2nc(N3CCN(C)CC3)sc2C1,?
CC(C)OCc1cc(CN2CCN(c3ccccc3)CC2)c(O)c2ncccc12,2.5µM*
COc1ccccc1C(=O)N1CCC2(C1)C(=O)N(C)c1ccccc12 (stereo unspecified),i

4 compounds out of the list, arranged by SMILES length, rising.
canonical_smiles,Pf Dd2 growth
CC(C)CCC(=O)N1CCc2nc(N3CCN(C)CC3)sc2C1,?
COc1ccccc1C(=O)N1CCC2(C1)C(=O)N(C)c1ccccc12 (stereo unspecified),i
Cc1nc2c3ccccc3nc(NNC(=O)CCC(=O)N3CCN(c4ccccc4F)CC3)n2n1,11%[5.79 µM]
CCOC(=O)c1sc(NC(=O)c2c(-c3ccccc3)c(-c3ccccc3)nn(C)c2=O)nc1C,23%

Looked up by compound from the entries so far:
canonical_smiles,Pf Dd2 growth
Cc1cccc(Cc2c(C)nc3c(-c4ccccc4)c(C)[nH]n3c2=O)c1,?
CCOC(=O)c1sc(NC(=O)c2c(-c3ccccc3)c(-c3ccccc3)nn(C)c2=O)nc1C,23%
Cc1ccc(C)c(Nc2nc3nonc3nc2Nc2cccc(C)c2C)c1,?

The list goes on:
SMILES	Pf Dd2 growth
CCOc1ccc2nc(N3CCC(C(=O)Nc4ccccc4CC)CC3)sc2c1	143%[activator][5.79 µM]
COCCOc1ccc2c(n1)CCN(C(=O)NC1CCCC1)C2	-2%
COc1ccc(-c2noc([C@@H]3CCCN3C(=O)c3ccc(Cl)cc3OC)n2)cc1OC	?
CCOC(=O)c1ccc(NC(=O)c2cc(=O)c3ccc(C)c(C)c3o2)cc1	80%[activator]
